From PubChem
Y pestis TopoI: Yersinia pestis topoisomerase I inhibitors, primary screen, biochemical, cleavage product accumulation, plate reader, single point; AID 504884, 2011; Y. pestis Topo-I cleavage product accumulation; DNA topoisomerase I (Yersinia pestis CO92); activity, % at 10 µM; hit rate 0.064% among 360,000; in the data active = activity above about 50%, passing the limit was not always enough; inconclusive = no clear call, values can overlap the other calls; also: inactives centre near 2
TcdB inh: TcdB glycohydrolase inhibitors, primary screen, biochemical, single point, plate reader; hit rate 0.24% among 350,000; TcdB glycohydrolase enzymatic assay; Toxin B (Clostridioides difficile), P18177; inhibition, % at 9.99 µM; AID 652162, 2013; in the data active = inhibition above about 10%
Mtb FBA inh: Mtb FBA enzyme inhibitors, primary screen, biochemical, fluorescence, strain H37Rv; Fructose-bisphosphate aldolase (Mycobacterium tuberculosis (strain ATCC 25618 / H37Rv)), …; purified M. tuberculosis FBA, fluorescence read-out; inhibition, % at 1 µM; hit rate 2.3% among 360,000; in the data active = inhibition above about 27%;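 also: 0% = vehicle and 100% = reference inhibitor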
Target sequence (P9WQA3 whole entry, looked up): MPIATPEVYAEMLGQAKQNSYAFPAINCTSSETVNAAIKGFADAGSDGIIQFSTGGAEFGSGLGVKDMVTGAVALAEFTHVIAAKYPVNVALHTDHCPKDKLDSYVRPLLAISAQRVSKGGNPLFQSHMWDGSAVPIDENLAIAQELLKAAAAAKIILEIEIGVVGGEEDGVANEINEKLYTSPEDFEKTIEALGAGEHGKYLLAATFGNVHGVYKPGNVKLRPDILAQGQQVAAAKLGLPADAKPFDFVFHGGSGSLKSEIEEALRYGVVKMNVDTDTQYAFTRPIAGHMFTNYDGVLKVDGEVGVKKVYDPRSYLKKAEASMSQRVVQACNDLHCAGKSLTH
BH1578 lux ind: inducers of Vibrio cholerae quorum light production without autoinducers, primary screen, BH1578 luxS cqsA deficient, single point | V. cholerae BH1578 lux reporter, luminescence, 6 h | activation, % at 18.7 µM | hit rate 0.16% among 350,000 | AID 588436, 2011; in the data active = activation mostly above about 9.7%, no sharp cut-off; inconclusive = no clear call, values can overlap the other calls; inactive = mostly below about 3.7%; also: not every result past the cut was called active; inactives centre near 0; reference of the scale not given here
BioA inh: M. tuberculosis BioA enzyme inhibitors, primary screen, biochemical, plate reader, single point, HTS; inhibition, % at 9.99 µM; purified M. tuberculosis BioA enzyme; hit rate 0.096% among 360,000; in the data active = inhibition above about 40%; inconclusive = no clear call, values can overlap the other calls
GDH-TPI counter: GDH-TPI coupling enzyme inhibitors, primary screen, artefact control for M. tuberculosis FBA inhibitor project, biochemical, absorbance, full deck. hit rate 1.2% among 360,000. GDH-TPI coupled enzyme counterscreen, NADH absorbance. inhibition, % at 4.8 µM; in the data active = inhibition above about 30%;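 also: 0% = DMSO wells and 100% = wells lacking the enzyme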
FadD28 FP inh: inhibitors of FadD28 bisubstrate probe binding, primary screen, biochemical, fluorescence polarization, single point; Mycobacterium tuberculosis FadD28 fatty-acid-AMP ligase; inhibition, % at 12.5 µM; hit rate 0.22% among 360,000; in the data active = inhibition above about 8.5%, passing the limit was not always enough; inconclusive = no clear call, values can overlap the other calls
UGM FP inh: M. tuberculosis UGM enzyme inhibitors, primary screen, biochemical, fluorescence polarization, single point. purified UGM, fluorescence polarization probe displacement. inhibition, % at 10 µM. hit rate 0.06% among 320,000; in the data active = inhibition above about 10%, passing the limit was not always enough; inconclusive = no clear call, values can overlap the other calls
Target sequence (P9WIQ1 whole entry, looked up): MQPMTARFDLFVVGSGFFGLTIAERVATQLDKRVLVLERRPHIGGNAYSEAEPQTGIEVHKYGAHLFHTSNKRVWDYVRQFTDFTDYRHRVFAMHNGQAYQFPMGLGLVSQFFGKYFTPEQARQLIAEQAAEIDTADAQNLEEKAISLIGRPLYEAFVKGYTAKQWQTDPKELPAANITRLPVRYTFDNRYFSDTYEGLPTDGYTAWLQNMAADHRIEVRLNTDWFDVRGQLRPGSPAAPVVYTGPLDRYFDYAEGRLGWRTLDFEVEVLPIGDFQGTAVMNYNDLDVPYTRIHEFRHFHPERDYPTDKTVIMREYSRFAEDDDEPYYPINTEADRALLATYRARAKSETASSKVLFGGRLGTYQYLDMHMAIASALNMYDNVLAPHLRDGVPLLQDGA
PfHsp40 rescue: rescue of yeast from PfHsp40 toxicity, primary screen, S. cerevisiae, ATP luminescence; S. cerevisiae expressing PfHsp40, growth rescue; growth rescue, % at 12.5 µM; hit rate 0.68% among 340,000; AID 504582, 2011; in the data active = growth rescue above about 28%, passing the limit was not always enough; inconclusive = no clear call, values can overlap the other calls;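 also: yeast W303a lacking pdr1 and pdr3 grown in galactose medium; growth measured after three days at 30 °C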
The depositor's hits bear a star; i = inactive; ? = inconclusive; . = not tested or not shown; & = joins results of further samples. This is a random part of the collection, and some 4.6% of all compounds hit somewhere here.

SMILES	Y pestis TopoI	TcdB inh	Mtb FBA inh	BH1578 lux ind	BioA inh	GDH-TPI counter	FadD28 FP inh	UGM FP inh	PfHsp40 rescue
COC(C(=O)Nc1ccc(NC(=O)C(OC)c2ccccc2)cc1)c1ccccc1 (configuration not stated)	-1	1.5	4	-0.1	-1.1	4	-0.7	-0.8	-1.3
O=C(OCC(=O)N1CCN(C(=O)c2ccco2)CC1)c1cn(-c2ccccc2)nc1-c1ccccc1	-2	.	4	.	-2.9	2	-1.2	-1.7	-4.4
COc1ccc(CCNc2ncnc3nc[nH]c23)cc1OC	-4	-0.4	-1	-0.2	0.8	-1	-0.1	1.2	-0.9
CCOC(=O)C(Cc1ccccc1)C(=O)Nc1cccc2ccccc12 (configuration not stated)	11	.	-2	i	-1.4	0	0.5	-0.1	0.3
COc1ccc(Nc2cc(=O)n(-c3ccccc3)c3c2c(=O)n(C)c(=O)n3C)cc1	-1	1.8	0	i	-1.0	11	0.3	-4.2	0.5
C[n+]1c2cc(N)ccc2cc2ccc(N)cc21	-18&-49	-1.5&1.6	-28&-36	-0.2&-0.1	i	5&16	1.4&-1.6	.	228*
Cc1ccc(N2CC(=O)N(NC(=O)CN3CCN(c4ccccc4)CC3)CC2=O)cc1	-6	-0.4	-2	-0.3	.	-13	-2.0	3.3	-0.1
Cn1c(=O)c2c(nc(NCc3ccco3)n2Cc2ccc(Cl)cc2Cl)n(C)c1=O	-7	.	3	i	0.7	5	-4.1	-1.9	-0.3
O=C(Nc1nc(-c2ccc3c(c2)OCCO3)cs1)c1ccc(Br)o1	2	1.3	4	-0.2	-2.7	15	-2.2	.	.
CC(C)CN(C(=O)CCC(=O)OC(C)C(=O)Nc1cccc(C#N)c1)c1c(N)n(CC(C)C)c(=O)[nH]c1=O (configuration not stated)	-1	2.2	4	i	-0.5	-8	-1.7	0.5	-0.2
CCn1c(SCC(N)=O)nc2ccccc2c1=O	-3	0.0	2	-0.5	-0.1	10	0.3	4.7	-0.1
O=C(c1cc2sccc2n1Cc1ccccc1)N1CCN(c2nc3ccccc3s2)CC1	50	0.6	0	-0.4	-0.5	11	1.3	-1.5	0.5
CC(Sc1nnc(NC2CC2)s1)C(=O)Nc1ccc(N2CCOCC2)cc1 (configuration not stated)	-8	0.4	0	i	.	8	-1.9	.	.
Cc1cc(OCC(=O)Nc2ccc(N3CCCC3)cc2)cc(C)c1Cl	-12	.	-3	0.6	-3.4	0	-3.4	-0.1	0.2
CSc1ccc(Cl)c(C(=O)OCC(=O)NCC(C)C)c1	12	.	7	.	0.6	2	-1.0	-0.2	-0.6
CN1CCC(n2nccc2N)CC1	-5	.	3	i	-0.1	2	-0.4	1.0	-0.9
O=c1[nH]c(C(F)(F)F)nc2ccc3ccccc3c12	12	-1.9	2	0.1	.	-4	-1.0	0.6	0.8
CC(=O)C1(O)CCC2C3CC(C)C4=CC(=O)C=CC4(C)C3(F)C(O)CC21C (configuration not stated)	-3	0.3	1	i	.	7	-1.5	.	-1.7
OCCNc1ncnc2c1ncn2[C@H]1CN(Cc2cccs2)C[C@@H](CO)O1	2	1.0	1	-0.3	-0.6	5	1.4	.	.
CCN(c1ccccc1)S(=O)(=O)c1ccc(Cl)c(NC(=O)CN(C)Cc2cccc(F)c2)c1	35	0.5	-1	-0.3	-0.5	1	-2.7	.	1.0
CC1CCCN(C(=O)CCS(=O)(=O)c2cc3c(cc2Cl)NC(=O)CO3)C1 (configuration not stated)	-12	-0.4	7	0.1	-1.0	13	1.0	-2.5	-0.9
CN1c2ccccc2N(C)C1c1c(O)ccc2ccccc12	-6	.	9	-0.9	.	18	0.3	-0.2	-0.5
CC(C)(C)C(=O)Nc1cc(NC(=O)C(C)(C)C)cc(C(=O)Nc2cc(C(=O)O)cc(C(=O)O)c2)c1	1	.	1	-0.3	.	1	-5.2	-1.6	-0.2
CCn1c(=O)n(CC)c2cc(S(=O)(=O)NCCOc3ccccc3)c(C)cc21	4	.	1	i	0.8	-6	-3.2	1.1	-0.6
O=C(CSc1ncnc2c1cnn2-c1ccc(F)cc1)NCc1ccc2c(c1)OCO2	3	.	1	-0.4	-0.7	6	-1.5	2.4	0.8
COC(=O)c1ccccc1NC(=O)CSc1nc2cccnc2n1C	9	1.4	0	-0.4	.	5	-0.3	-0.3	-0.3
O=C(Cc1ccc(F)cc1)NC(Cc1c[nH]c2ccccc12)C(=O)O (configuration not stated)	-1	0.5	4	-0.3	8.7	4	1.9	0.8	1.4
Cc1nc(SCC(=O)N(C)C2CCCCC2)[nH]c(=O)c1Cc1ccccc1	24	0.8	-2	-12	5.6	3	-4.9	-1.7	1.0
O=C(c1cc2c(ccc3ccccc32)o1)N1CCN(c2ncc(C(F)(F)F)cc2Cl)CC1	5	.	1	-1.4	-1.1	-1	-0.8	5.7	-0.2
Cc1ccc(CSCC(=O)N2CCN(Cc3ccc4c(c3)OCO4)CC2)cc1	5	.	-2	i	0.5	-12	2.0	-2.3	-0.8
COc1ccc2c(c1)[C@H]1[C@H](CO2)[C@H](c2ccccc2)[C@]2(C)C(=O)Nc3ccc(Br)cc3C(=O)N12	2	2.6	3	0.0	-0.7	16	-0.7	-0.1	1.0
Cc1cccc2cc(-c3ccccc3)c(-c3ccccc3)c[n+]12	-10	1.5	3	-0.3	2.0	16	-2.9	-0.3	0.1
Cc1cc(C)cc(NC(=O)c2cc(C)n(Cc3cccs3)c2C)c1	-9	0.4	-2	i	-8.3	3	-1.3	3.0	-0.6
O=S(=O)(Nc1cccc(S(=O)(=O)N2CCCC2)c1)c1ccc(Cl)cc1	-1	1.4	1	i	0.2	6	-1.2	1.2	0.2
COC(=O)C1=C(C(=O)OC)SC(=C2C(=S)C(C)(C)N(C(=O)C3CC3)c3ccccc32)S1	-11	.	-11	i	-1.9	4	-1.8	0.6	?
CCCn1cnc2cc(NC(=O)c3ccco3)ccc21	5	0.7	-1	-1.3	0.5	6	-4.6	-1.6	0.3
C[N+]1(C)[C@@H]2CC(OC(=O)[C@H](CO)c3ccccc3)C[C@H]1[C@@H]1O[C@@H]12 (some centres not stated)	-2&3	0.6&1.9	-3&-2	i	-0.3&0.6	-8&0	-2.0&-1.5	2.7	?
COc1ccc(CNCC(=O)Nc2cccc(S(N)(=O)=O)c2)cc1	4	1.4	-3	2.2	19	-10	-4.7	0.9	-1.0
CCc1ccc(CNC(=O)c2ccc(OC3CCN(C(=O)COC)CC3)cc2)nc1	12	1.2	-2	-0.1	0.8	0	0.6	1.8	0.2
COc1ccc(NC(=O)CN(C)C(=O)c2cccc(S(=O)(=O)N3CCN(Cc4ccccc4)CC3)c2)cc1	15	.	3	i	-2.6	-2	-1.0	2.7	-2.4

Profiles as entered above. Order of screens: Y pestis TopoI, TcdB inh, Mtb FBA inh, BH1578 lux ind, BioA inh, GDH-TPI counter, FadD28 FP inh, UGM FP inh, PfHsp40 rescue
CC1CCCN(C(=O)CCS(=O)(=O)c2cc3c(cc2Cl)NC(=O)CO3)C1 (configuration not stated) is listed as -12, -0.4, 7, 0.1, -1.0, 13, 1.0, -2.5, -0.9
O=C(c1cc2c(ccc3ccccc32)o1)N1CCN(c2ncc(C(F)(F)F)cc2Cl)CC1 is listed as 5, ., 1, -1.4, -1.1, -1, -0.8, 5.7, -0.2
Cc1cc(C)cc(NC(=O)c2cc(C)n(Cc3cccs3)c2C)c1 is listed as -9, 0.4, -2, i, -8.3, 3, -1.3, 3.0, -0.6
C[N+]1(C)[C@@H]2CC(OC(=O)[C@H](CO)c3ccccc3)C[C@H]1[C@@H]1O[C@@H]12 (some centres not stated) is listed as -2&3, 0.6&1.9, -3&-2, i, -0.3&0.6, -8&0, -2.0&-1.5, 2.7, ?

Going on with the list.
SMILES	Y pestis TopoI	TcdB inh	Mtb FBA inh	BH1578 lux ind	BioA inh	GDH-TPI counter	FadD28 FP inh	UGM FP inh	PfHsp40 rescue
C[N+](C)(CCOc1ccccc1)Cc1ccccc1 (tested in a mixture with another compound)	-8	1.6	3	7.9	-0.2	8	2.4	-1.5	0.8
CCNc1nc(SC(C)C(=O)Nc2ccccc2)nc(N2CCOCC2)n1 (configuration not stated)	9	.	3	-0.2	1.0	1	-2.3	0.0	1.0
Cc1ccccc1-n1nnnc1SCC(=O)NNC(=O)c1ccc(NC(=O)CC#N)cc1	-5	1.4	4	i	1.3	7	1.3	-1.2	-1.3
O=C(O)COc1ccc(/C=C/C(=O)c2ccc(C3CCCCC3)cc2)cc1	19	-3.3	4	-0.4	2.6	26	3.3	0.5	0.4
Cc1c(NC(=O)c2cc(-c3cccs3)on2)c(=O)n(-c2ccccc2)n1C	9	0.6	2	0.9	.	7	0.3	0.5	1.7
Cc1ccccc1Nc1nc(N)nc(CSCC(=O)Nc2cccc(Br)c2)n1	-14	0.6	2	-0.3	.	8	-2.7	2.6	0.1
CCOc1ccc2nc(SCC(=O)NC(=O)NCc3ccco3)[nH]c2c1	-2	.	1	32*	0.7	-3	-1.4	3.5	-0.5
O=C(CN1CCCC1)NC(=O)NC1CCCC1	6	1.4	4	0.0	.	-1	0.7	-0.2	0.6
N#Cc1c(N)nc(SC2CCCCC2=O)c(C#N)c1-c1ccco1 (configuration not stated)	-8	.	6	i	-0.8	8	-1.2	5.9	2.2
CCN(CC(=O)NCCC1=CCCCC1)S(=O)(=O)c1ccccc1	21	1.2	0	i	0.3	1	-0.1	3.2	1.9
CCC(C)[C@H](N)c1nnc(SCC(=O)Nc2ccc(C)cc2C)o1 (some centres not stated)	3	2.3	-3	-7.1	-1.1	-5	-4.1	0.4	0.9
COc1ccc(Nc2nnc(SCC3CCCCO3)s2)cc1 (configuration not stated)	-1	0.9	-1	-0.3	0.8	3	-1.1	0.9	0.7
COc1ccc(S(=O)(=O)N2CCOC2CNC(=O)C(=O)NCCCc2ccccc2)cc1 (configuration not stated)	24	-1.4	1	-3.6	0.6	4	-1.0	-1.1	3.0
COC(=O)c1ccc2nc(C)c(C)nc2c1	3	.	5	i	4.7	18	-3.5	-0.5	-0.6
O=C(c1ccccc1)c1ccc(OCC(O)CNCc2ccc(Cl)cc2)cc1 (configuration not stated)	9	-5.0	1	-0.6	2.1	-8	.	0.1	2.7
COC(=O)c1ccc(Cl)c(NC(=O)CSc2ncn[nH]2)c1	-6	.	2	i	0.2	-3	-0.1	3.7	0.0
COc1ccc(OC)c(N(CC(=O)NC2CC3CCC2C3)S(=O)(=O)c2ccccc2)c1 (configuration not stated)	29	-1.1	-3	-5.6	-4.5	13	0.4	2.6	1.5
Cc1nc2sccn2c(=O)c1S(=O)(=O)Nc1cccc(Cl)c1C	4	3.2	2	-0.2	4.6	15	0.9	0.7	0.5
COc1cc(/C=C2/C(=N)N3C=CSC3=NC2=O)ccc1OCCCOc1c(C)cccc1C	11	-1.6	0	i	-0.1	11	1.3	0.9	0.5
COc1ccc(-n2c(Cc3cccn3C)nnc2SCC(=O)Nc2ccc(C)c(Cl)c2)cc1	23	1.1	3	i	-0.1	-6	-0.9	2.6	1.2
CC(=O)N1c2ccccc2C2(C)C(C1(C)C)C2(Cl)Cl (configuration not stated)	4	-0.3	1	i	-0.7	5	0.0	-4.3	-0.1
O=C(NC(=S)Nc1ccccc1N1CCOCC1)c1cccc([N+](=O)[O-])c1	17	0.4	0	0.7	0.5	3	-1.9	-3.5	3.7
O=S(=O)(c1ccccc1)c1nc(-c2ccccc2)oc1N1CCOCC1	9	1.4	3	-0.9	.	6	-1.4	-4.3	-0.8
CCOc1ccc(NC(=O)NCCCSC2CCCCC2)cc1	-6	.	0	-0.2	-2.7	12	1.1	-1.6	-0.3
COc1ccc(C(=O)Cn2cc([N+](=O)[O-])nc2C)cc1	-7	0.0	10	-0.6	-1.7	8	-0.3	-1.4	1.7
